ST2 inh – inhibitors of human ST2 (IL1RL1) binding to IL-33, primary screen, biochemical, AlphaLISA; Interleukin-1 receptor-like 1 (Homo sapiens), Q01638; inhibition, % for hits at 17 µM; AlphaLISA ST2-Fc/biotin-IL-33 interaction, 1 h; AID 1259354, 2018; 2.3% of 78,000 active; in the data active = inhibition above about 30%; inconclusive = mostly about 10% to 28%
Target sequence (Q01638 whole entry, looked up): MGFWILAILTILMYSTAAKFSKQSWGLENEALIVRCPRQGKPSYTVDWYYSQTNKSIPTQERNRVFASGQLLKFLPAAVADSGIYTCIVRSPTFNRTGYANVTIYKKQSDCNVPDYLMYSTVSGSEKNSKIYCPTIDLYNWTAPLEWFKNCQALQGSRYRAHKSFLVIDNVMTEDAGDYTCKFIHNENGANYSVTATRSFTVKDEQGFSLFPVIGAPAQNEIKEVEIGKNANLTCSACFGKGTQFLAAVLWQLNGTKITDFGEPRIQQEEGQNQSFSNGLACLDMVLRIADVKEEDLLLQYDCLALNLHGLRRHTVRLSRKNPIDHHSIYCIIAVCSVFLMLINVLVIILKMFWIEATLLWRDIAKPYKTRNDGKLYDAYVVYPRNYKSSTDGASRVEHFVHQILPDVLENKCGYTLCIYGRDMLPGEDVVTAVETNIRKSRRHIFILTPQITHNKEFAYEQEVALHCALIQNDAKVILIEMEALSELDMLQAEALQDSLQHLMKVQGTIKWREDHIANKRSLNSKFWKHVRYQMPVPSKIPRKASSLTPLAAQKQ
Calls only; i = inactive; ? = inconclusive.

SMILES	ST2 inh
CNC(=O)C(C)N(C)C(=O)CNS(=O)(=O)c1ccc(F)c(C)c1 (stereo not given)	?
Nc1ccc(Sc2ccccc2[N+](=O)[O-])cc1	?
CC(C)NC(=O)C[C@@H]1O[C@H](CNC(=O)NC(C)C)[C@@H](O)[C@H]1O	i
O=C(Nc1ccccc1C(=O)NCCc1ccccc1)c1ccc(Cl)cc1Cl	i
CCOCCCNC(=O)CN1C(=O)/C(=C\c2cccc(Cl)c2)Sc2ccccc21	?
CC(C)c1csc(C(=O)NCC2CCCN(S(C)(=O)=O)C2)n1 (stereo not given)	i
CC(C)(C)c1ccc(Cn2c(=N)n(CC(N)=O)c3ccccc32)cc1	i
Cc1ccc(C(=O)Nc2cc(C)c(O)cc2C)cc1	?
CN1CCN2CCN(Cc3ccc(O)c(Cl)c3)CC2C1 (stereo not given)	i
CC(C)C/C=C(\CN1CC[C@H](CO)[C@@H](O)C1)c1ccccc1	i
COc1nc2ccccc2cc1-c1cnccc1C	?
CC1=CC(C)(C)N(C(=O)Cc2ccccc2)c2ccccc21	?
CC(C)c1ccc(OCC(=O)O/N=C(/N)c2cccnc2)c(Br)c1	?
Cc1ccc(CNS(=O)(=O)c2cccc3nsnc23)o1	i
C[C@@H]1CC2(CCCN2Cc2ccccc2)C[C@H]1C	i
Cc1cc(C)n(CCCN(C)Cc2c(C)nn(C)c2Cl)n1	?
CCOc1ccc(-c2nc(SCC(=O)Nc3cc(OC)cc(OC)c3)n3[nH]c(=O)cc3n2)cc1	i
Cc1cc(C)c(CN2CCCC(N3CCCC3=O)C2)c(-n2cccn2)c1 (stereo not given)	?
O=C(CCn1cccn1)NC1CCCN(CCc2ccccc2)C1 (stereo not given)	?
COc1ccc(CNC(=O)C[C@@H]2O[C@H](CNC(=O)Nc3ccc(C)cc3)[C@@H](O)[C@H]2O)cc1	i
Cc1ccccc1Cn1cnc2ccccc2c1=O	?
O=C(O)C1OC(C(=O)O)C2C1C(F)(F)C2(F)F (stereo not given)	i
CCN1CCN(Cc2nc3c(c(=O)[nH]c(=O)n3C)n2CCCc2ccccc2)CC1	i
O=C(O)CCC(=O)Nc1ccc(-c2nc3ccc(Cl)cc3o2)cc1	i
CCC(C)NC(=O)CCc1nc(-c2ccc(C)cc2)no1 (stereo not given)	i
Cc1cc(N2CC(C)CC(C)C2)nc2ccc(NC(=O)CCC(=O)NC(C)C)cc12 (stereo not given)	?
CC(C)(C#N)C(O)c1ccccc1 (stereo not given)	i
C=CCc1ccc(OCCN2CCNCC2)c(OC)c1	i
Cc1cccc(NCN2C(=O)S/C(=C\c3cccc(F)c3)C2=O)c1	?
Cc1nnc(N2C(=O)C(=O)C(=C(O)c3ccc(F)cc3)C2c2ccc(Br)cc2)s1 (stereo not given)	?
CCN1CCN(C(=O)c2cn(C)c(=O)c3c2c2ccccc2n3C)CC1	i
CC1=C(C(=O)N2CCCCC2)C(c2ccncc2)n2ncnc2N1 (stereo not given)	i
COCC1(C(=O)N(C)CCc2scnc2C)CCC1	?
Cc1ccc(C(=O)Nc2ccc(/C(N)=N/O)cc2)cc1[N+](=O)[O-]	?

Some of the entries above in a different format:
Molecule: CCN1CCN(C(=O)c2cn(C)c(=O)c3c2c2ccccc2n3C)CC1
  ST2 inh: i

Molecule: CC1=C(C(=O)N2CCCCC2)C(c2ccncc2)n2ncnc2N1 (stereo not given)
  ST2 inh: i

Molecule: COCC1(C(=O)N(C)CCc2scnc2C)CCC1
  ST2 inh: ?

Molecule: Cc1ccc(C(=O)Nc2ccc(/C(N)=N/O)cc2)cc1[N+](=O)[O-]
  ST2 inh: ?

As a working copy, part of the list above:
SMILES	ST2 inh
Cc1cccc(NCN2C(=O)S/C(=C\c3cccc(F)c3)C2=O)c1	?
Cc1nnc(N2C(=O)C(=O)C(=C(O)c3ccc(F)cc3)C2c2ccc(Br)cc2)s1 (stereo not given)	?
CCN1CCN(C(=O)c2cn(C)c(=O)c3c2c2ccccc2n3C)CC1	i
CC1=C(C(=O)N2CCCCC2)C(c2ccncc2)n2ncnc2N1 (stereo not given)	i

Ordered by heavy-atom count (rising): some entries from above.
SMILES	ST2 inh
COCC1(C(=O)N(C)CCc2scnc2C)CCC1	?
CC1=C(C(=O)N2CCCCC2)C(c2ccncc2)n2ncnc2N1 (stereo not given)	i
CCN1CCN(C(=O)c2cn(C)c(=O)c3c2c2ccccc2n3C)CC1	i

Screening results from PubChem.

The list is partial. The share of hits here may be higher or lower than overall.
